12-LOX inh: ALOX12 (human) lipoxygenase inhibition | P18054 | AID 1671190 | Potency, µM (series often up to 108 µM), for the others: at the highest dose activity change, negative = inhibition, most hits filed as inhibitors | purified 12hLO, xylenol orange hydroperoxide absorbance | actives 1.1% (n = 580,000); active = well fitted inhibition curve with a large enough effect; inconclusive = small, poorly fitted or top-dose-only effect, or another doubt; inactive = no such curve, though single readings can be large or run the other way
Target sequence (P18054 whole entry, looked up): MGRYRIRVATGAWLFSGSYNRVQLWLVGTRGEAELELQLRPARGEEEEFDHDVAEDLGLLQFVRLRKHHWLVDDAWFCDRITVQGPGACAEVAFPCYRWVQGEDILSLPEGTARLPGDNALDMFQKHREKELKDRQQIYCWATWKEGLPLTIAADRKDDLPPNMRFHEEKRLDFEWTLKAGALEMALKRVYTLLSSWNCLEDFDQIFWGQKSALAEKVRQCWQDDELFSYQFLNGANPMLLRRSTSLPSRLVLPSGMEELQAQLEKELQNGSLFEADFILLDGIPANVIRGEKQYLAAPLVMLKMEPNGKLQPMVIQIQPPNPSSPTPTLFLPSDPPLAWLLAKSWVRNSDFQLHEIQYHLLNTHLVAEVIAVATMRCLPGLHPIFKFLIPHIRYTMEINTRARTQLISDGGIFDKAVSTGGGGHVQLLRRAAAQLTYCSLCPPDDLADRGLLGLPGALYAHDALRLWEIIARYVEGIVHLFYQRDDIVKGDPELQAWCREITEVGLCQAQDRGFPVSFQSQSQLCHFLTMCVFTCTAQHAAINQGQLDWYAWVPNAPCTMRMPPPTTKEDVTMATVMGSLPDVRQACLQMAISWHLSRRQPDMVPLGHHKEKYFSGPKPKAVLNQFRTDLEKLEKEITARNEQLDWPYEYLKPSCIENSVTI
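Hydroperoxide product was detected by ferrous iron/xylenol orange as the 573 to 405 nm absorbance ratio. Arachidonic acid at 40 uM (final) was turned over for 30 min at room temperature by 150 nM human 12hLO, pH 7.0 Hepes buffer, after 15 min compound preincubation.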
The depositor's hits bear a star; ? = inconclusive; [ ] = dose if it differs, or a comment. % is scaled to controls: 0 for no effect and ±100 for the full control effect; potency is read from the fitted curve at half-maximal effect.

SMILES	12-LOX inh
Cc1ccc(-n2nc(C)c([C@H]3C=C[C@@H](OC(=O)Nc4ccc(C(C)C)cc4)C3)c2C)cc1Cl	-3%
COc1ccc(CN2CCn3c(nnc3-c3ccc(Cl)cc3)C2)cc1	8%[6.33 µM]
COc1ccc(-c2nnc3n2CCN(C(=O)Nc2ccc(Cl)cc2)C3)cc1	-13%
Cn1nc(-c2cccs2)cc1-c1nc(C2CCOC2)no1 (stereo unspecified)	10%
COc1ccc2cc(C(=O)NCC(=O)N3CCCCCCNC(=O)CC3c3ccccc3)[nH]c2c1 (stereo unspecified)	10%
O=C(c1ccccn1)N1CC2CC(C1)[C@H]1CCCC(=O)N1C2 (stereo partly specified)	24%
O=C1CC2(CCN(C(=O)c3ccc(CSc4ccccc4)o3)C2)C(=O)N1 (stereo unspecified)	10%
COc1cc(-c2n[nH]c3ccnc(-c4ccccc4)c23)cc(OC)c1OC	19%
Cc1cc(C)cc(NC(=O)Cn2ccn3nc4c(c3c2=O)CCCC4)c1	8%
CCn1cc(S(=O)(=O)NCCc2ncc(C)n2C2CC2)cn1	31%
Cc1ccccc1CN1CCN(C(=O)[C@H]2O[C@@H](n3cnc(C(N)=O)n3)[C@H](O)[C@@H]2O)CC1	-2%
CN(Cc1cnn(C)c1)C(=O)c1csc2nc(-c3ccc(C(F)(F)F)cc3)cn12	38%[activator]
CC(C)C[C@H]1COc2cc(NCCCN3CCOCC3)ccc2S(=O)(=O)N1	-65%
CCn1ccc(C(=O)N2CCC3(CC2)CCC3(O)CC)n1 (stereo unspecified)	0%
Cc1cc(C)cc(NC(=O)N2[C@@H]3CC[C@H]2CC(NC(=O)c2ccc(F)cc2)C3)c1 (stereo partly specified)	-1%
Cc1ccc(S(=O)(=O)Nc2ccc(C)n(CC(=O)N3CCCCCC3)c2=O)cc1	9%
O=C(c1cncs1)N1CCn2nc(C(O)Cc3ccccc3)cc2C1 (stereo unspecified)	24%
O=C(c1ccc(C(F)(F)F)cc1)N1CCC2(C1)C(=NC1CCCC1)NC(=O)N2c1cccnc1 (stereo unspecified)	1%[6.33 µM]
CCn1cc(S(=O)(=O)NCCc2ncc(C)n2C2CCC2)cn1	4%
CN1[C@@H](CCC(=O)N2CCN(c3ccccn3)CC2)CNC(=O)[C@@H]2[C@H]1CCN2Cc1cccs1	65%[activator]
CCS(=O)(=O)N1C[C@@H](C(=O)N2CCCCCC2)[C@H](c2ccncc2)C1	0%
Cc1cc(C(=O)N2CCC(F)(c3nc(-c4ccncc4)no3)CC2)n[nH]1	49%[activator]
Cc1ccsc1-c1[nH]nc2ncc(-c3cccnc3)nc12	?
CN1C(=O)[C@H]2CN(Cc3ccc4[nH]ccc4c3)C[C@H]2C1=O	33%[activator]
O=C(NCc1ccc(F)cc1)c1ccnc(-c2nnc3ccc(Nc4ccccc4)nn23)c1	11%

Given in markdown: 6 of the compounds above
| Compound | 12-LOX inh |
| --- | --- |
| Cc1cc(C)cc(NC(=O)Cn2ccn3nc4c(c3c2=O)CCCC4)c1 | 8% |
| CCn1cc(S(=O)(=O)NCCc2ncc(C)n2C2CC2)cn1 | 31% |
| Cc1ccccc1CN1CCN(C(=O)[C@H]2O[C@@H](n3cnc(C(N)=O)n3)[C@H](O)[C@@H]2O)CC1 | -2% |
| CN(Cc1cnn(C)c1)C(=O)c1csc2nc(-c3ccc(C(F)(F)F)cc3)cn12 | 38%[activator] |
| CC(C)C[C@H]1COc2cc(NCCCN3CCOCC3)ccc2S(=O)(=O)N1 | -65% |
| CCn1ccc(C(=O)N2CCC3(CC2)CCC3(O)CC)n1 (stereo unspecified) | 0% |

Exported with each value named: 4 of the compounds above
> Cc1ccc(S(=O)(=O)Nc2ccc(C)n(CC(=O)N3CCCCCC3)c2=O)cc1
  12-LOX inh: 9%

> COc1ccc(-c2nnc3n2CCN(C(=O)Nc2ccc(Cl)cc2)C3)cc1
  12-LOX inh: -13%

> O=C1CC2(CCN(C(=O)c3ccc(CSc4ccccc4)o3)C2)C(=O)N1 (stereo unspecified)
  12-LOX inh: 10%

> COc1ccc2cc(C(=O)NCC(=O)N3CCCCCCNC(=O)CC3c3ccccc3)[nH]c2c1 (stereo unspecified)
  12-LOX inh: 10%

Additional entries
SMILES	12-LOX inh
O=C(NCCc1nc(-c2cccnc2)no1)C1CC2(CCNCC2)CN1 (stereo unspecified)	?
COC(=O)[C@@H]1Cc2ncn(Cc3ccc(Cl)cc3)c2CN1Cc1ccc(CO)o1	0%[176 µM]
O=C1c2cccn2CC(CNS(=O)(=O)c2ccccc2)N1Cc1ccccc1 (stereo unspecified)	16%
N#Cc1ccc(CN2C[C@@H]3C(=O)N(CCN4CCc5ccccc5C4)C(=O)[C@@H]3C2)cc1	41%
CC(c1cccs1)N(C)Cc1cccnc1 (stereo unspecified)	1%[176 µM]
C/C=C/CC(=O)N1CCC(Oc2ccccc2OC)(C(=O)O)CC1	3%
O=C(NCCc1ccccc1)N1CC(c2nc(CCOCC3CC3)no2)C1	3%
Cc1nc(C)c(C(=O)NCC23CCCC=C2N(C)C(=O)CC3)s1 (stereo unspecified)	43%[activator]
CCn1ccc(C(=O)N[C@@H]2CN(Cc3ccccc3)C[C@H]2CN(C)C)n1	35%[activator]
Cn1cc(CN2CCNc3cnc(-c4ccccc4)cc3C2)cn1	8%[176 µM]
O=C1NCCCCCCN(C(=O)Nc2ccccc2F)[C@H]2C[C@H](c3nc(-c4cccnc4)no3)C[C@@H]12	6%
CC(NC(=O)C1CCN(c2cc(C(F)(F)F)ncn2)CC1)c1ccc(F)cc1 (stereo unspecified)	?
O=S(=O)(c1cccnc1)N1CCCCC1CCN1CCOCC1 (stereo unspecified)	25%
CC(=O)N1CCC(NC[C@H]2O[C@@H]3C[C@@H](CC(=O)NC(C)C)O[C@@H]3[C@@H]2O)CC1	0%[176 µM]
Cc1ccc(-c2noc([C@@H]3Cc4nc[nH]c4CN3C(=O)c3ccccc3)n2)cc1	-24%[176 µM]
Cc1nc(NCCNS(C)(=O)=O)cc(C2CC(O)C2)n1 (stereo unspecified)	42%[activator]
COc1ccc(C(=O)NC2CCN(c3cnn(CC4CC4)c(=O)c3)CC2)cc1F	31%[activator]
COc1ccc(-c2nc(C3CC3)nc3c2CN([S+](=O)([O-])c2ccccc2)CC3)cc1	4%[6.33 µM]
CN(C)c1ccc(NC(=O)Cn2nc3n(c2=O)CCCC3)cc1	29%
COC1CCC12CCN(C(=O)c1ccc3cc[nH]c3c1)CC2 (stereo unspecified)	-13%
O=C(NC1CC(=O)N(Cc2cccc(F)c2)C1)c1ccccc1-n1cccn1 (stereo unspecified)	14%
CCC[C@H](/C=C/C(=O)OCC)NC(=O)C(F)(F)F	-23%
N#Cc1cccc(CN2CCCCCNC(=O)[C@@H]3CCC[C@@H]32)c1	244%[activator]
COCC(=O)N1CCC(c2nc(C3CCOCC3)n[nH]2)CC1	32%[activator]
COC(=O)c1ccc(NC(=O)N2CCn3nnc(CCC(=O)N4CCCC4)c3C2)cc1	19%

At a glance, part of the list above.
SMILES	12-LOX inh
CC(=O)N1CCC(NC[C@H]2O[C@@H]3C[C@@H](CC(=O)NC(C)C)O[C@@H]3[C@@H]2O)CC1	0%[176 µM]
Cc1ccc(-c2noc([C@@H]3Cc4nc[nH]c4CN3C(=O)c3ccccc3)n2)cc1	-24%[176 µM]

Other structures.
SMILES	12-LOX inh
Cn1nccc1C(=O)N1CC(c2ncc3c(-c4cccc(C(F)(F)F)c4)nccn23)C1	22%[176 µM]
COc1cccc(N2CC(C(=O)NCC3CC3)NC2=O)c1 (stereo unspecified)	53%[activator][176 µM]
O=C(c1ccc(C(F)(F)F)cc1)N1CCC2(COc3ccncc3[S+](=O)([O-])N2)C1 (stereo unspecified)	7%[6.33 µM]
Cn1nc(C(=O)N2CCC(Oc3ccc(-c4noc(C5CC5)n4)cc3)C2)c2ccccc21 (stereo unspecified)	6%
O=C(c1ccc(Br)o1)N1CCN(C2CCN(Cc3ccccn3)C2=O)CC1 (stereo unspecified)	44%[activator]
O=C1NC2(CCN(C(=O)c3ccc4c(c3)OCO4)CC2)Oc2ccccc21	26%
CCCCc1ncc(CN2CCN(C3CCCC3)C(CCO)C2)[nH]1 (stereo unspecified)	32%[activator]
Cc1cc(-c2cc(-c3cccs3)nc3c(C)noc23)ccn1	-5%[176 µM]
CN[C@H](CC(C)C)C(=O)N[C@H]1C(=O)N[C@@H](CC(N)=O)C(=O)N[C@H]2C(=O)N[C@H]3C(=O)N[C@H](C(=O)N[C@H](C(=O)O)c4cc(O)cc(O)c4-c4cc3ccc4O)[C@H](O)c3ccc(c(Cl)c3)Oc3cc2cc(c3O[C@@H]2O[C@H](CO)[C@@H](O)[C@H](O)[C@H]2O[C@H]2C[C@](C)(N)[C@H](O)[C@H](C)O2)Oc2ccc(cc2Cl)[C@H]1O	?
COc1ccc(C(=O)N2CCCC(c3nc(-c4ccccc4)no3)CCNC(=O)CC2)cc1F (stereo unspecified)	1%
COCCn1ccnc1CN1CCn2nc(C(O)C3CC3)cc2C1 (stereo unspecified)	66%[activator]
CN(C)CCC(=O)N1Cc2ccccc2CC2(CCCN(C)C2)C1 (stereo unspecified)	?
COCC(=O)N[C@H]1CC[C@]2(C)CC[C@@H]([C@H](C)C(=O)NCc3ccccn3)[C@H](O)[C@H]2[C@@H]1C	119%[activator][176 µM]
Cc1ccc(NC(=O)CCn2ccn3nc4c(c3c2=O)CCCC4)cc1C	28%
OCC1(CC2CC2)CCCN(c2nc(-c3ccccc3)no2)C1 (stereo unspecified)	7%
COc1ccc(C)cc1NC(=O)N1CC2CC(C1)[C@H]1CCCC(=O)N1C2 (stereo partly specified)	39%
CN(CC1(C)CCOCC1)C(=O)c1ccco1	43%[activator]
Cc1cc(C)cc(C(=O)N2CCC(c3n[nH]c(=O)n3-c3ccccc3)CC2)c1	2%
CN1CC(=O)N(C2CCCNCC2)Cc2c1ncnc2N1CCC(O)CC1 (stereo unspecified)	-16%[6.33 µM]
COCc1nc(-c2ccc(OC3CCN(C(=O)Cc4c[nH]c5ccccc45)C3)cc2)no1 (stereo unspecified)	34%
CC(=O)N1C[C@@H]2CCCN3CCC[C@@H]([C@H]23)[C@H]1CCCC(=O)NCCN1CCCCC1	73%[activator]
CC1(c2cccnc2)N(CCOc2ccccc2)C(=O)OC12CCN(C(=O)CN1CCOCC1)CC2 (stereo unspecified)	3%
O=C(NCc1cccnc1)c1nc(-c2ccc(F)cc2)c2cnccn12	0%
O=C1Nc2ccccc2CC12CCCN(Cc1ccc(Cl)cc1)C2 (stereo unspecified)	4%[6.33 µM]
COC(=O)C1=C(C)N(Cc2ccc(Br)cc2)C(=O)CC1c1ccccc1Cl (stereo unspecified)	-5%
(continued)
SMILES	12-LOX inh
Cc1noc(C2CC3(CCN(C(=O)CC4CCCC4)CC3)CN2C)n1 (stereo unspecified)	-5%
CC1(C(=O)O)CCN(Cc2ccccc2)CC1	0%[12.5 µM]
Cc1ccc(C)c(C(=O)N2CCC3(CC2)NC(=O)N(c2cccc(F)c2)N3)c1	2.2µM*
O=C(O)Cn1nc(-c2ccncc2)nc1C1CCOC1 (stereo unspecified)	?
Cc1cccc(C(=O)N2CCCCCNC(=O)[C@H]3C[C@H](C(=O)N4CCc5ccccc5C4)C[C@H]32)c1	4%
O=C(c1cn2ccccc2n1)N1C[C@@H](CO)[C@H](c2ccccn2)C1	10%
NC(=O)CC[C@@H]1NC(=O)[C@H](Cc2ccccc2)NC(=O)[C@H](Cc2ccc(O)cc2)NC(=O)CCSSC[C@@H](C(=O)N2CCC[C@H]2C(=O)N[C@@H](CCCN=C(N)N)C(=O)NCC(N)=O)NC(=O)[C@H](CC(N)=O)NC1=O	-18%[22.9 µM]
O=C(NC1CC1)[C@@H]1C[C@H](Oc2cccnc2)CN1C(=O)c1ccc2ncccc2c1	8%
O=S1(=O)N[C@H](Cc2ccccc2)COc2cccc(N3CCCC3)c21	-4%
O=C(NCc1nnc2cc(-c3nc(C4CC4)no3)ccn12)c1ccccc1	13%
CCOc1ccc(S(=O)(=O)N2CCCN(C(=O)C3CC3)c3ccccc32)cc1	29%
Cn1cc(CNC(=O)C[C@@H]2C[C@H]3O[C@H](CN)[C@@H](O)[C@H]3O2)cn1	-17%[176 µM]
CC(C)(C)NS(=O)(=O)c1ccccc1-c1ccc(Cn2ccnc2)cn1	58%[activator]
COc1ccc(CC(=O)N(C)Cc2ccc(F)cc2)cc1	8%[176 µM]
COc1cccc(N2CC(C(=O)NCC(F)F)NC2=O)c1 (stereo unspecified)	38%[176 µM]
Cc1nc(C)c(C(=O)N2CCC3(CC2)CN(c2ncccn2)CC3CO)s1 (stereo unspecified)	33%[activator]
CCN(CC)C(=O)c1c(-c2ccc(F)cc2)noc1[C@H](C)O	-2%[176 µM]
CC(C)CN(C1CCOCC1)C1CN(Cc2cncs2)C1	46%[activator]
CCN1CCC(N2CCCC(C(=O)NCc3ccccc3)CCNC(=O)CC2)CC1 (stereo unspecified)	4%
Cc1nc([C@@H]2CN(C(=O)c3cscn3)C[C@H]2C(N)=O)n[nH]1	25%
COc1ccc2c(c1)CCN=C2C[C@H]1CN(C(=O)c2ccc(C#N)cc2)CC[C@H]1CC(=O)O	63µM*
CN(C)S(=O)(=O)N1CCC(N2C(=O)C(OCC3CC3)C23CCCCC3)CC1 (stereo unspecified)	49%[activator]
COc1ccc(-c2[nH]nc3ncc(-c4ccccc4OC)nc23)c(C)c1	-4%[176 µM]
CCOc1ccc(CC(=O)NC2CCN(c3cc(-c4ccc(F)cc4)[nH]n3)CC2)cc1OCC	-18%
O=C1CN(Cc2cccc(-c3cccs3)c2)CCN1c1ccc(Cl)nn1	?
CCOc1cccc(CNC(=O)C2CCN(c3cc(C(F)(F)F)ncn3)CC2)c1	27%
Cc1cc(CC(C)NC(=O)c2cn(C3CCC(N)CC3)nn2)n[nH]1 (stereo unspecified)	43%

Some of the compounds tested; rates above refer to the full screens.
